SENP8 block – blocks human SENP8 cleavage of Nedd8 substrate; AID 602440; Q96LD8; recombinant SENP8, Nedd8 substrate fluorescence; inhibition, % at 20 µM; 360,000 tested, 0.64% active; in the data active means inhibition mostly above about 40%, no sharp cut-off; inactive means mostly below about 27%
Target sequence (Q96LD8 whole entry, looked up): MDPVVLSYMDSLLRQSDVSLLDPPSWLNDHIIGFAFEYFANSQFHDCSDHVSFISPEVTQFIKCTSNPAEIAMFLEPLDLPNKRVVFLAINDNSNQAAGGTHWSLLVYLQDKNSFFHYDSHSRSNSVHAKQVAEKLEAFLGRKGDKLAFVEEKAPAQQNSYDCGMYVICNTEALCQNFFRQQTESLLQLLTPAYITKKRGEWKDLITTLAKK
PfGluPho inh – PfG6PD (Plasmodium falciparum) enzyme inhibition. PfGluPho enzyme, NADPH resazurin-diaphorase fluorescence. inhibition, % at 20 µM. 350,000 tested, 0.78% active. AID 504690;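 active means inhibition reaching at least a set limit at 20 µM in the primary screen, cut at about 59% in these data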;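 further: 0% = DMSO wells with substrate and 100% = DMSO wells lacking glucose-6-phosphate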
SENP1 FRET inh – inhibitors of human SENP1 SUMO protease catalytic domain; Q9P0U3; recombinant SENP1 catalytic domain, CyPet-SUMO1-YPet FRET cleavage; inhibition, % at 10 µM; 360,000 tested, 0.21% active; AID 624204;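 active means inhibition at least 30% at 10 µM, raw YFP signal under a set limit, fluorescence ratio 0.5 to 1.5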;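 further: 0% = enzyme with DMSO and 100% = no enzyme wells; some results filed as inactive read as strong as hits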
Target sequence (Q9P0U3 419-644 limits assumed): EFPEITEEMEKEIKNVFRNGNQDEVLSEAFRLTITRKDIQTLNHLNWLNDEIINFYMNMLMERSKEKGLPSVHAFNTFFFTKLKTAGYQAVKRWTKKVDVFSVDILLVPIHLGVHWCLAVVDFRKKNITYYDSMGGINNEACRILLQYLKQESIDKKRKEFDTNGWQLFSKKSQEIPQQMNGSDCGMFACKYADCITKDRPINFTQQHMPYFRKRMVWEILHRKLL
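Material: hSENP1 catalytic domain, recombinant; medium: Tris pH 8 with BME, BSA, NP40 and catalase; compound: single concentration of 10 µM compound, 0.5% DMSO final; technique: FRET read of cyan and yellow fluorescence; timing: 50 min enzyme reaction, room temperature, light-protected; reagent: SFCypet-SUMO1-SFYpet substrate at 25 nM; control set: no-enzyme low, enzyme-DMSO high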
* hit, by the source's call; i = inactive. A portion of the library. The share of hits here may be higher or lower than overall.

Values run as follows: SENP8 block, PfGluPho inh, SENP1 FRET inh
1: Cc1ccc(NC(=O)NC(=O)COC(=O)c2ccc(O)cc2O)c(C)c1
    13.0, 10.9, 0.0
2: C[C@@H]1CN([C@@H](C)CO)C(=O)CCCn2cc(nn2)CO[C@H]1CN(C)S(=O)(=O)c1ccc(C#N)cc1
    5.2, -18.9, -1.0
3: CCCC#Cc1ccc2c(c1)O[C@H](CN(C)C(=O)CC1CC1)[C@H](C)CN([C@@H](C)CO)S2(=O)=O
    0.1, 42.9, -3.8
4: CN(CC(=O)Nc1ccc(Cl)c(C(F)(F)F)c1)C(=O)COc1cccc2cccnc12
    -97.7, 38.4, 5.1
5: COc1ccc(OC)c(C=NNC(=O)NN=Cc2cc(OC)ccc2OC)c1
    i, 0.9, -0.5
6: CN(c1ccc(-c2csc(NC(=O)CCCc3nc4ccccc4c(=O)[nH]3)n2)cc1)S(C)(=O)=O
    -174.0, -4.1, -1.6
7: O=C(NCCc1ccccc1F)c1cc(COc2ccc(F)cc2F)on1
    13.6, 10.0, 0.7
8: O=C(NC(Sc1ccc(Cl)cc1)C(=O)O)c1ccccc1 (stereo not drawn)
    12.3, -14.4, 2.1
9: CC(=O)Nc1ccc(CN2CCC(N3CCC(C(=O)NC4CC4)CC3)CC2)cc1
    10.3, 1.7, -3.6
10: COc1ccc(NC(=O)CCCOc2ccc(C(C)=O)cc2)cc1S(=O)(=O)N1CCCCC1
    14.6, -1.9, 1.9
11: Nc1ccn([C@@H]2O[C@H](CN=C3NS(=O)(=O)c4ccccc43)[C@@H](O)[C@H]2O)c(=O)n1
    8.8, -3.1, -0.3
12: CC(C)[C@H](NC(=O)c1ccc(Cl)cc1)C(=O)Nc1cccc(S(=O)(=O)N2CCOCC2)c1
    13.3, 16.9, 2.0
13: CCN(CC)S(=O)(=O)c1ccc(SCC(=O)c2c(N)n(C3CC3)c(=O)[nH]c2=O)nc1
    16.1, 39.1, 2.1
14: C[C@@H]1CN([C@H](C)CO)C(=O)CCCn2cc(nn2)CO[C@H]1CN(C)S(C)(=O)=O
    13.8, -10.8, -2.0
15: CC(C)Oc1ccc(S(=O)(=O)N2CCOCC2)cc1NC(=O)CC1CC2CCC1C2 (stereo not drawn)
    2.0, -2.4, 1.7
16: COc1cc(/C=N/NC(=O)c2ccc3nc[nH]c3c2)cc(OC)c1OC(C)=O
    -3.9, 7.7, 2.2
17: COc1ccccc1S(=O)(=O)N(C)C[C@@H]1OCc2cnnn2CCCC(=O)N([C@@H](C)CO)C[C@@H]1C
    3.5, -18.5, 0.6
18: Cc1cccc(CN(C)C[C@H]2OCc3cnnn3CCCC(=O)N([C@H](C)CO)C[C@@H]2C)c1
    5.9, 0.4, 3.1
19: CCOc1ccc(NC(=S)N2CCC(C(=O)c3ccc(OC)cc3)CC2)cc1
    13.7, -12.5, 2.2
20: COc1cc2ccc(C=O)cc2cc1OC
    -135.4, 6.0, 2.1
21: COc1ccc(NC(=O)C[C@@H]2C(=O)N(Cc3ccccc3)CC2(C)C)cc1
    -25.6, 5.7, 0.4
22: COc1ccc(C=C2NC(=O)NC2=O)cc1O
    -85.9, 20.2, 4.2
23: Cc1cccc(C(=O)Nc2ccc(C(=O)c3ccncc3)cc2)c1
    4.2, 64.3*, -0.5
24: COc1ccc(CNC(=O)C2CCC(=O)N(C3CCCCCC3)C2)c(OC)c1 (stereo not drawn)
    2.3, 0.2, 2.1
25: COc1ccccc1CN1CCNC(=O)C1CC(=O)NCCCN1CCOCC1 (stereo not drawn)
    -1.3, 6.6, -1.7
26: CC1=C(C(=O)N(C)C)CC(CC(=O)NCCCN(C)C)C(=O)N1Cc1ccccc1 (stereo not drawn)
    1.9, -10.4, -2.5
27: Cc1ccc(C(=O)Nc2cccnc2)cc1C
    8.5, 10.4, 0.0
28: COc1ccc(NC(=O)COC(=O)c2ccc(S(=O)(=O)N3CCCCC3)cc2)c(OC)c1
    10.0, -1.6, 2.9
29: COc1ccc(CCNC(=O)C(=O)c2cn(CC(=O)N3CCCC3)c3ccccc23)cc1
    4.6, -3.8, -0.5
30: CC1Cc2nc(SCC(=O)N3CCCCC3)n(C)c(=O)c2S1 (stereo not drawn)
    7.1, 5.1, -1.5
31: CC1(C)Cc2c(sc(NC(=O)Cc3ccccc3)c2C#N)C(C)(C)N1
    10.9, -12.5, -3.7
32: Cc1ccccc1S(=O)(=O)N(C)C[C@H]1OCc2cnnn2CCCC(=O)N([C@H](C)CO)C[C@H]1C
    12.7, -3.8, -0.1
33: CC(=O)N(C)C[C@@H]1Oc2ncc(C#Cc3ccc(F)cc3)cc2C(=O)N([C@@H](C)CO)C[C@H]1C
    -13.6, -7.1, -0.1
34: CN(C(=O)COC(=O)COc1ccc2ccccc2c1)c1ccccc1
    19.3, 14.9, 2.2
35: CC1=C(C(=O)N2CCOCC2)CC(CC(=O)NC(c2ccccc2)c2ccccc2)C(=O)N1Cc1ccc(C(C)(C)C)cc1 (stereo not drawn)
    11.9, 19.7, 0.8
36: C[C@@H]1CN([C@H](C)CO)S(=O)(=O)c2ccc(C#Cc3ccccc3)cc2O[C@@H]1CN(C)C(=O)CN(C)C
    -83.7, 0.5, -61.5
37: C=CCC1CCCCC1=C(C#N)c1ccccc1 (stereo not drawn)
    10.9, -19.3, 0.5
38: COc1cccc(/C=C/C(=O)N2CCN(S(=O)(=O)c3ccccc3)CC2)c1
    -37.2, 15.0, 1.5
39: COc1ccc(OCC(=O)N2CCc3ccccc32)c([N+](=O)[O-])c1
    22.7, 15.4, -0.3
40: c1ccc(COc2ncnc3c2ncn3CCCN2CCN(c3ncccn3)CC2)cc1
    -10.0, 9.2, -0.3

Copied from the list:
Entry of CN(C(=O)COC(=O)COc1ccc2ccccc2c1)c1ccccc1 under SENP8 block: 19.3
Entry of COc1ccc(OCC(=O)N2CCc3ccccc32)c([N+](=O)[O-])c1 under PfGluPho inh: 15.4
Entry of C=CCC1CCCCC1=C(C#N)c1ccccc1 (stereo not drawn) under SENP8 block: 10.9

Next part:
Values run as follows: SENP8 block, PfGluPho inh, SENP1 FRET inh
41: Cc1ccc(S(=O)(=O)N2CCN(C(=O)N3CCCCC3)CC2)c(C)c1
    9.9, 0.1, 1.4
42: Cc1ccc(C(=O)CCC(=O)N2CCN(C/C=C/c3ccccc3)CC2)cc1
    -9.3, 8.3, -13.7
43: Cc1ccc(C(=O)OCC(=O)Nc2ccc(C)c(S(=O)(=O)N3CCCCC3)c2)o1
    -1.9, 3.1, 1.5
44: CCOC(=O)c1c(NC(=S)SC)sc(C(=O)N2CCc3ccccc3C2)c1C
    20.0, 6.5, -1.7
45: CCCCN1C(=O)C(CC(=O)NCc2cccc3ccccc23)CC(C(=O)N(C)C)=C1C (stereo not drawn)
    3.9, 11.4, 1.2
46: CC1OC(=O)c2cc3ccccc3nc21 (stereo not drawn)
    2.9, 7.0, -1.4
47: COCCN(C(=O)COC(=O)C12CC3CC(CC(O)(C3)C1)C2)c1c(N)n(Cc2ccccc2)c(=O)[nH]c1=O
    12.5, -8.2, 0.2
48: O=C(CCNS(=O)(=O)c1ccc(F)cc1)N1CCN(c2ncccn2)CC1
    -5.9, -9.6, -1.1
49: COc1ccccc1N1CCN(S(=O)(=O)CCNC(=O)c2ccco2)CC1
    17.2, -1.4, -0.7
50: CCCCN1C(=O)C(CC(=O)NCC2CCCCC2)CC(C(=O)N(CC)CC)=C1C (stereo not drawn)
    -7.1, 1.2, 1.6
51: C[C@@H]1CN([C@@H](C)CO)C(=O)CCCn2nncc2CO[C@H]1CN(C)C(=O)Nc1ccc(N2CCCCC2)cc1
    14.1, 0.7, 0.2
52: CCCCCCN1C[C@H](n2cc(-c3ccc(F)cc3)nn2)[C@@H](O)C[C@@H]1c1ccccc1
    16.5, 15.0, -0.6
53: OCC[C@@H]1C[C@H](O)[C@@H](O)[C@@]2(OCc3cc(C(F)(F)F)ccc32)O1
    9.0, 9.2, -0.1
54: O=C(Nc1ccc([N+](=O)[O-])cc1)C(c1ccccc1)c1ccccc1
    15.9, 7.9, 0.5
55: CN(Cc1ccccc1)C(=O)c1[nH]cnc1C(=O)Nc1ccc(Br)cc1F
    -2.4, -2.6, 1.1
56: CCOC(=O)c1c(C)[nH]c(C)c1C(=O)COC(=O)c1nn(CC)c(=O)c2ccccc12
    9.9, 6.5, 3.2
57: O=C(c1cc(COc2c(F)cccc2F)on1)N1CC[C@@H]2CCCC[C@H]2C1
    15.5, 11.1, 1.2
58: O=C(CCNC(=O)c1ccc(Cl)cc1)Nc1cc(C(F)(F)F)ccc1N1CCOCC1
    38.6, -11.1, -0.2
59: CSc1ncccc1C(=O)OC(C)C(=O)Nc1ccc2c(c1)OCCO2 (stereo not drawn)
    25.9, 19.0, 0.8
60: CC(=O)N1CC2(CC(c3ccc(Cl)cc3Cl)=NO2)CN1c1cccc(Cl)c1 (stereo not drawn)
    5.1, 5.7, -2.1

In the list so far, these contain two or more sulfur atoms.
Values run as follows: SENP8 block, PfGluPho inh, SENP1 FRET inh
6: CN(c1ccc(-c2csc(NC(=O)CCCc3nc4ccccc4c(=O)[nH]3)n2)cc1)S(C)(=O)=O
    -174.0, -4.1, -1.6
13: CCN(CC)S(=O)(=O)c1ccc(SCC(=O)c2c(N)n(C3CC3)c(=O)[nH]c2=O)nc1
    16.1, 39.1, 2.1
30: CC1Cc2nc(SCC(=O)N3CCCCC3)n(C)c(=O)c2S1 (stereo not drawn)
    7.1, 5.1, -1.5
44: CCOC(=O)c1c(NC(=S)SC)sc(C(=O)N2CCc3ccccc3C2)c1C
    20.0, 6.5, -1.7

Carrying on.
Values run as follows: SENP8 block, PfGluPho inh, SENP1 FRET inh
61: O=c1c2cc(F)ccc2sn1-c1ccccc1Cl
    2.7, 123.2*, -3.6
62: COC(=O)C[C@@H]1C[C@@H]2c3cc(NS(=O)(=O)c4ccccc4)ccc3O[C@@H]2[C@@H](CO)O1
    -19.1, 14.6, -0.7
63: CCCCCC(=O)N1C[C@@H](n2cc(COC(=O)c3ccccc3)nn2)[C@H](O)C[C@@H]1c1ccc(OC)cc1
    2.6, -11.7, 0.9
64: C[C@H](CO)N1C[C@H](C)[C@H](CN(C)C(=O)Nc2cccc(Oc3ccccn3)c2)OCc2cnnn2CCCC1=O
    -3.0, -8.8, 0.6
65: C[C@H]1CN([C@@H](C)CO)C(=O)CCCn2nncc2CO[C@H]1CN(C)C(=O)Cc1ccccc1
    8.9, -3.1, 1.7
66: C[C@@H]1CN([C@@H](C)CO)C(=O)c2cc(Br)cnc2O[C@H]1CN(C)C(=O)CCN1CCCCC1
    20.7, -2.4, -1.9
67: c1ccc(CN=C2CCCc3ccccc3N2)cc1
    13.2, -16.6, 3.2
68: C[C@@H]1CN([C@@H](C)CO)C(=O)CCCn2nncc2CO[C@@H]1CN(C)S(C)(=O)=O
    7.0, 3.5, 0.5
69: C=CCOC(=O)COc1ccc2c3c(c(=O)oc2c1)CCCC3
    -290.9, 11.0, -13.8
70: c1ccc2c(c1)nnn2-c1ccncc1
    16.3, 5.7, 1.0
71: O=C(CC1SCCNC1=O)NCc1ccccc1 (stereo not drawn)
    9.7, -15.8, 2.1
72: CCOc1ccc(NC(=O)CN(C)C(=O)CCCNC(=O)c2ccc(Cl)cc2)cc1OCC
    23.6, -2.5, 0.1
73: Cc1ccc(N2C(=O)N(CC(=O)N3CCc4ccccc43)C(=O)C2C)cc1 (stereo not drawn)
    13.3, 13.8, 2.0
74: O=c1[nH]c(=O)n2c(c1-c1ccccc1)OC(CBr)C2 (stereo not drawn)
    1.1, 0.4, 0.8
75: Cc1ccc(S(=O)(=O)N(C)C[C@@H]2OCc3cnnn3CCCC(=O)N([C@H](C)CO)C[C@@H]2C)cc1
    20.1, 15.6, 1.0
76: CCN1C(=O)[C@H]2[C@@H](c3ccc(OC)cc3)N[C@]3(CCCN(Cc4ccc(C)cc4)C3=O)[C@H]2C1=O
    19.7, -9.7, -2.3
77: CN(C)CCCn1c2c(c(SCC(=O)Nc3ccc4c(c3)OCCO4)nc1=O)CCCC2
    10.2, -3.9, -0.3
78: Cc1ccc2nc3n(c(=O)c2c1)-c1cc2ccccc2cc1C(=O)NC3Cc1ccc(O)cc1 (stereo not drawn)
    -44.0, -0.7, 0.2
79: O=C(Cc1ccc(Cl)cc1)NCC(=O)N1CCC2(CC1)NCCc1[nH]cnc12
    10.9, -8.4, 0.3
80: CCCc1cc(CN(C)C(=O)c2ccc(OC3CCN(C(C)=O)CC3)c(OC)c2)[nH]n1
    22.3, 5.6, 1.3
81: Cc1ccc(-c2ccc3c(c2)O[C@H](CN(C)Cc2cncnc2)[C@@H](C)CN([C@H](C)CO)S3(=O)=O)cc1
    15.5, 16.3, 0.7
82: C[C@H](CO)N1C[C@H](C)[C@H](CN(C)Cc2ccc(Oc3ccccc3)cc2)Oc2cc(Br)ccc2S1(=O)=O
    12.8, 18.4, 0.3
83: O=C(O)C1C=CC(C(=O)O)c2ccccc21 (stereo not drawn)
    20.4, 2.2, 2.6

Screening data (PubChem BioAssay)
